# Assay outcomes from PubChem.
# F508del corr – F508del CFTR correction, initial screen, CFBE line, single point; CFBE cells, YFP halide quenching; stimulated with forskolin plus potentiator P3; % fluorescence drop versus neutral controls; activity (quench increase), % at 7.58 µM; 0.36% of 350,000 active;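 active = mean added fluorescence quench of at least 8% versus neutral control, with both replicates also reaching 8%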;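 note: cells transiently co-express mutant CFTR-F508del with the halide-sensitive YFP; corrector assay measuring rescue of mutant channel to the surface after 24 h compound exposure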
# XiGFP reactiv – activators of inactive X chromosome reactivation, primary screen, imaging, XiGFP fibroblasts, GFP high-content imaging, set 2. XiGFP mouse fibroblasts, % GFP-positive cells imaging, 3 d; cells co-treated with 5-aza-dC sensitizer; scaled so ellipticine positive control = 100%. activation, % at 7.58 µM. AID 743238, 2013. 0.055% of 360,000 active;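 active = mean normalized replicate activation at least 10% and every replicate at or above 10%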;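 note: 0% = median of on-plate neutral control wells and 100% = ellipticine 6 µM median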
#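 Material: XiGFP fibroblasts, SV40-immortalized. Buffer or medium: DMEM plus 5-aza-dC sensitizer. Compound: single concentration per compound, delivered by pin transfer. Times: 3 days compound exposure. Controls: ellipticine 6 µM.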
# RAD52 anneal inh – RAD52 DNA annealing inhibitors, primary screen, biochemical, FRET, single point, set 2; DNA repair protein RAD52 homolog (Homo sapiens), P43351; recombinant RAD52 DNA annealing, FRET fluorescence; inhibition, % at 18.7 µM; 0.46% of 360,000 active; AID 651710, 2012;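 active = every replicate showing at least 50% inhibition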
# GSIS activator – GLuc luminescence reporter in INS-1E cells, primary screen for activators of glucose-dependent secretion of insulin | activation, % at 16.6 µM | 0.61% of 370,000 active | INS-1E GLuc reporter insulin secretion, 2-3 h;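 active = lowest replicate activation of at least 40%, so every replicate reaches that level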;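 note: 0% = median of neutral control wells and 100% = median of IBMX positive control wells; some compounds called inactive have numbers as strong as hits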
# esBAF inh – Bmi1 luciferase reporter increase in mESCs, primary screen, esBAF inhibitor project, mouse ES cells, Bmi1 luciferase knock-in, single point | 2% of 350,000 active | AID 602393, 2012 | 24 h; 100% = twice the neutral-well signal | reporter increase, % at 12.5 µM; in the data active = activation above about 40%;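 note: 0% = median of the plate's neutral control wells and 100% = double that signal; a rise in the Bmi1 reporter signal indicates esBAF inhibition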
# ERAP1 inh – human ERAP1 aminopeptidase inhibitors, primary screen, biochemical, single point, plate reader. Endoplasmic reticulum aminopeptidase 1 (Homo sapiens), Q9NZ08. recombinant ERAP1, Leu-AMC fluorescence, 60 min. inhibition, % at 10.7 µM. 0.15% of 340,000 active. AID 652197, 2013;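 active = mean replicate inhibition of at least 30%, or all replicates individually reaching that 30% level; inactive = mean below 30% and not every replicate reaching it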;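 note: 0% = neutral control wells and 100% = L-leucinethiol positive control wells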
# ARNT TACC3 PPI – disruptors of ARNT/TACC3 protein interaction, primary screen, biochemical, AlphaScreen, single concentration | Transforming acidic coiled-coil-containing protein 3 (Homo sapiens), Q9Y6A5 | AlphaScreen His-ARNT PAS-B/GST-TACC3 binding, luminescence; TACC3 fragment carries E629A point mutation | inhibition, % at 9.99 µM | 0.66% of 390,000 active;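 active = mean inhibition of replicates at least 50% and at least half of replicates each reaching 50%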;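 note: 0% = complete ARNT plus TACC3 wells and 100% = ARNT alone without TACC3; many hits fall short of the cut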
# RAD54 inh – inhibitors of human RAD54 branch migration, primary screen, biochemical, fluorescence, single point; DNA repair and recombination protein RAD54-like (Homo sapiens), Q92698; RAD54 Holliday junction branch migration, FAM/BHQ fluorescence; inhibition, % at 10.4 µM; 0.14% of 360,000 active; AID 602329, 2012;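 active = mean normalized replicate activity at least 40 and at least half of replicates scoring 40 or more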;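 note: 0% = median of neutral control wells and 100% = median of positive control wells; inhibitors cause a drop in the FAM fluorescence signal; in these data hits start at about 50%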
# Target sequence (Q92698 whole entry, looked up): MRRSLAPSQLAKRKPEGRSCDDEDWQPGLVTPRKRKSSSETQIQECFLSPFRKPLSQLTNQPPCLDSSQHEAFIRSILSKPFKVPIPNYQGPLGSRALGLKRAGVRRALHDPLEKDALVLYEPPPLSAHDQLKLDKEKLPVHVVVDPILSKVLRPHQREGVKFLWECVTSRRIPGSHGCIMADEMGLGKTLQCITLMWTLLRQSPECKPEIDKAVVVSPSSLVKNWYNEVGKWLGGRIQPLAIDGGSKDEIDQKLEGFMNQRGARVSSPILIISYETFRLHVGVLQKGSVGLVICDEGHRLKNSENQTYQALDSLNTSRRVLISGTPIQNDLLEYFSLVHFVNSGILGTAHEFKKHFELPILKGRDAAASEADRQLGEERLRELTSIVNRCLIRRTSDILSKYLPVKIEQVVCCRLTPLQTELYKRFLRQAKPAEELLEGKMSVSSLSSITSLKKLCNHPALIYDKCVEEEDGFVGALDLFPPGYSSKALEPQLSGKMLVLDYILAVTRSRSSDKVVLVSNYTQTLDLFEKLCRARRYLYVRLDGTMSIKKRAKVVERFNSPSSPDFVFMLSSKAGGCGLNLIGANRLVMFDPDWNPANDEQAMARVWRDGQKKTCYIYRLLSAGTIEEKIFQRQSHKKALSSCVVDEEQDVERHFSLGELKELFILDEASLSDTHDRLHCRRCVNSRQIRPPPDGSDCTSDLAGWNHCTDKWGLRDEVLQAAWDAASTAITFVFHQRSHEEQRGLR
# Active calls of the source: *; / = no result given; & = joins results of further samples.
Compound,F508del corr,XiGFP reactiv,RAD52 anneal inh,GSIS activator,esBAF inh,ERAP1 inh,ARNT TACC3 PPI,RAD54 inh
Cc1ccc(S(=O)(=O)N2CCN(C(=O)Cn3nc(C)c([N+](=O)[O-])c3C)CC2)cc1,-2.5,0.0,0.7,-11.9,-3.0,0.4,-5.6,-8.7
Cc1ccc(N(CC(=O)NCc2ccccc2Cl)S(=O)(=O)c2c(C)noc2C)cc1,1.7,0.2,-14.3,-30.5,4.6,0.1,-0.3,7.5
C[C@H]1CCC(=O)N([C@H](CC#N)Cc2ccccc2)CC1,0.3,0.0,-2.8,5.0,0.9,3.2,-7.1,-6.3
C[C@@H]1CCCCO[C@@H](CN(C)Cc2ccccc2)[C@@H](C)CN([C@@H](C)CO)C(=O)c2cc(NS(=O)(=O)c3ccc(Cl)cc3)ccc2O1,1.6,0.0,57.8*,-26.0,5.2,-1.5,1.6,2.1
COc1cc(NC(=O)C2CCC(=O)N2S(=O)(=O)c2ccc(C)cc2)cc(OC)c1 (stereo not given),0.8,0.1,-8.8,-3.3,0.5,-1.8,-3.4,0.1
Cc1ccc(NC(=O)COC(=O)CN2C(=O)c3ccccc3C2=O)cc1S(=O)(=O)N(C)C,1.2,0.0,-9.0,-3.8,/,2.4,-7.1,/
CCOC(=O)NC1CCc2cc(OC)c(OC)c(OC)c2-c2ccc(SC)c(=O)cc21 (stereo not given),2.9,0.0,-10.1,-9.5,/,4.9,-2.4,/
C[C@@H]1CN([C@@H](C)CO)C(=O)Cc2cc(NC(=O)Nc3ccc4c(c3)OCO4)ccc2O[C@@H]1CN(C)C(=O)Nc1ccc(C(F)(F)F)cc1,1.1,-1.2,7.3,-1.9,2.3,2.6,-8.9,-6.7
COCCNc1nc(-c2cc(F)ccc2C)c2sc(-c3ccccc3)cc2n1,-0.4,0.2,-2.8,22.6,-19.8,-0.4,/,-4.2
O=C(CSc1cccc[n+]1[O-])N1CCCCCC1,-0.2,0.1,-14.9,7.7,/,26.4,-5.1,/
C[C@H](CO)N1C[C@H](C)[C@@H](CN(C)C)Oc2ccc(NC(=O)CCN3CCOCC3)cc2C1=O,0.4,-1.5,2.3,-6.8,-0.6,-0.4,-5.0,-0.8
CCC(=O)Nc1ccc(S(=O)(=O)N2CCOCC2)cc1,2.6,/,-12.6,-5.3,2.7,4.1,2.1,-3.7
CN(c1ccc(OCC(=O)NCc2cccnc2)cc1)S(=O)(=O)c1ccc(Cl)cc1,-3.1,0.1,-5.4,2.9,/,2.8,-2.3,/
CCOC(=O)c1c(S(=O)(=O)N2CCN(C)CC2)c(C)n(C)c1C,0.8,0.0,-8.9,2.3,1.4,2.8,-7.2,7.9
COc1cc(CN(CC2CCCO2)C(=O)c2cccs2)cc(OC)c1OC (stereo not given),-0.3,0.1,-10.3,1.4,1.1,-1.5,-2.9,-2.4
COc1ccccc1-c1cn(CC[C@H]2CC[C@@H](NC(=O)c3cnccn3)[C@H](CO)O2)nn1,-0.7,-0.3,/,7.3,-6.0,/,/,-4.4
O=C(CCNC(=O)c1ccc(Br)cc1)Nc1cccc(S(=O)(=O)N2CCCCCC2)c1,-0.1,0.1,-6.3,-18.8,-3.9,-0.2,-5.9,14.8
C[C@@H]1CCCCO[C@@H](CN(C)Cc2ccccc2)[C@@H](C)CN([C@H](C)CO)C(=O)c2cc(NC(=O)CCC(F)(F)F)ccc2O1,-0.7,0.2,10.6,11.3,-7.1,2.2,-3.4,-8.0
C[C@@H]1CN([C@@H](C)CO)C(=O)CCCn2cc(nn2)CO[C@H]1CN(C)C(=O)C1CCCCC1,-2.1&-2.7,-0.1&-0.2,1.3&-8.4,4.9&6.1,3.5,-3.3&-0.7,-0.2,-8.1
OC(COCc1ccc2c(c1)OCO2)CN1CCCCC1 (stereo not given),-0.1,0.2,1.1,-3.2,/,-1.5,-6.8,/

# The last 3 records of the part above open the next one.
Compound,F508del corr,XiGFP reactiv,RAD52 anneal inh,GSIS activator,esBAF inh,ERAP1 inh,ARNT TACC3 PPI,RAD54 inh
C[C@@H]1CCCCO[C@@H](CN(C)Cc2ccccc2)[C@@H](C)CN([C@H](C)CO)C(=O)c2cc(NC(=O)CCC(F)(F)F)ccc2O1,-0.7,0.2,10.6,11.3,-7.1,2.2,-3.4,-8.0
C[C@@H]1CN([C@@H](C)CO)C(=O)CCCn2cc(nn2)CO[C@H]1CN(C)C(=O)C1CCCCC1,-2.1&-2.7,-0.1&-0.2,1.3&-8.4,4.9&6.1,3.5,-3.3&-0.7,-0.2,-8.1
OC(COCc1ccc2c(c1)OCO2)CN1CCCCC1 (stereo not given),-0.1,0.2,1.1,-3.2,/,-1.5,-6.8,/
CCc1ccc(C(=O)CSc2nc(N)cc(=O)[nH]2)cc1,0.0,0.0,-11.9,-12.0,4.4,-3.2,-2.2,-10.8
COc1cc(NC(=O)c2sc3ncn(CC(=O)N4CCCC(C)C4)c(=O)c3c2C)cc(OC)c1OC (stereo not given),2.4,0.2,-5.7,0.4,1.8,0.6,-6.8,-2.8
CN(CCOc1ccc(Cl)cc1)CC(O)c1ccccc1 (stereo not given),0.2,0.0,-3.4,3.5,-4.8,-1.6,/,2.8
N#Cc1ccccc1CN1C(=O)NC2(CCCCCC2)C1=O,-3.6,0.0,8.5,-19.1,-3.0,-1.9,-8.4,-1.2
CC(C)CN(C(=O)COC(=O)C1CC1)c1c(N)n(Cc2ccccc2)c(=O)[nH]c1=O,-2.9,-0.2,-36.6,6.9,4.0,2.9,-17.8,/
CCOC(=O)N1CCN(C(=O)CCl)CC1,-1.8,0.0,-5.2,10.9,/,1.7,-6.5,/
CCCN(CCC)CCNC(=O)Cn1cc2c(n1)-c1c(oc(C(=O)N3CCCC3)c1C)CC2,1.7,-0.1,-8.2,-0.3,-1.8,-0.7,/,-1.9
CC(=O)Oc1ccc(/C(C)=N\N2CCN(Cc3ccc(Cl)cc3)CC2)cc1,0.4,0.1,0.5,-12.0,-4.1,-4.0,3.6,3.5
CCC(c1nnc(SCC(=O)N2CCOCC2)n1C1CCCCC1)N(C)C (stereo not given),-1.1,0.2,-12.6,8.4,3.4,-3.6,-0.9,5.7
NS(=O)(=O)c1ccc(CCNC(=O)CSc2ccc3ccccc3c2)cc1,5.2,0.0,-20.6,/,/,-1.1,-4.2,/
O=C(NC(c1cccnc1)c1ccc2c(c1)OCO2)C1CCN(CCOc2ccc(Cl)cc2Cl)CC1 (stereo not given),0.4,0.0,-76.7,/,-3.8,-2.6,/,-7.4
CCc1nnc(NC(=O)c2nc(S(=O)(=O)Cc3cccc(C)c3)ncc2Cl)s1,4.8,0.8,-6.2,1.4,-12.5,-6.0,-0.4,7.6
C[C@@H]1CN([C@@H](C)CO)C(=O)CCCn2cc(nn2)CO[C@@H]1CN(C)Cc1cccc(O)c1,2.2,0.4,/,0.2,-1.7,/,/,/
COC(=O)C1CCN(Cc2nnc(-c3ccccc3)o2)CC1,1.4,0.0,-11.5,5.1,15.7,0.7,-1.9,-18.8
O=C(CSc1nnc2ccccn12)Nc1ccccc1[N+](=O)[O-],-5.6,0.1,-38.4,18.1,2.1,3.4,/,-11.8
CCN1[C@@H]2c3ccc(C4=CCCC4)c(=O)n3C[C@H]1[C@H](CO)[C@H]2C(=O)N[C@@H](C)c1ccccc1,0.6,0.3,-32.5,1.8,1.6,-2.2,-4.7,1.8
COCC(=O)Nc1ccc2c(c1)[C@@H]1C[C@H](CC(=O)NCCc3ccccc3)O[C@H](CO)[C@@H]1O2,1.2,0.0,-2.6,3.9,0.6,8.0,-0.9,-3.8
Cc1ccc(NC(=O)CN(C)C(=O)c2n[nH]c(=O)c3ccccc23)cc1,-2.3,0.0,-2.6,8.9,-4.8,3.0,6.6,5.8
O=C(C[C@H]1CC[C@@H]2[C@H](COC[C@@H](O)CN2CCC(F)(F)F)O1)NCc1ccc2c(c1)OCO2,1.2,-0.1,8.8,-2.9,-0.2,-3.1,4.0,12.9
O=C(CSC1=NCCN1)NC(c1ccccc1)c1ccccc1,7.1,-0.1,-6.6,-37.4,/,-1.1,-9.4,/
CCOc1ncccc1C(=O)Nc1ncc(C)s1,8.0,0.0,-0.3,110.1*,/,-2.3,-8.0,/
O=C(Nc1cc(F)ccc1F)N[C@H]1C=C[C@@H](CC(=O)N2CCc3ccccc3C2)O[C@@H]1CO,1.1,-0.3,-4.7,-22.2,4.4,-1.7,-5.3,-2.5
COCc1cc(C)nc2sc(C(=O)Nc3ccccc3F)c(N)c12,2.3,0.0,-12.2,26.4,36.2,0.9,-33.6,7.6
Cc1cccc(C(=O)NC(=S)NCc2cccnc2)c1,/,0.2,-14.7,7.0,/,0.7,-8.6,/
CC(C)CC(NC(N)=O)C(=O)NCCc1ccc(Cl)cc1 (stereo not given),-1.4,0.2,-15.1,-0.6,/,2.6,1.0,/
COc1ccc(S(=O)(=O)N2CCC(C(=O)NCc3ccncc3)CC2)cc1OC,1.6,0.1,-0.4,0.7,-0.5,0.3,2.5,-1.7
COc1ccc(F)cc1-c1cc(C(=O)Nc2ccc(C)c(NS(C)(=O)=O)c2)[nH]n1,-0.9,0.0,-1.8,4.8,9.5,-3.5,/,2.6
COc1ccc(C2=NCCn3nc4cc(C(F)(F)F)ccc4c32)cc1,-0.8,0.0,-13.1,/,5.2,-1.1,-6.4,-7.6
O=C(Nc1nnc(-c2ccc(F)cc2)s1)c1c(F)cccc1Cl,-2.9,0.1,-3.0,/,23.0,3.3,-4.7,5.4
Cn1cnc(NCc2ccccc2)c1[N+](=O)[O-],-0.3,0.4,-3.8,3.5,/,5.0,1.9,-7.8
CCNC(=O)C[C@H]1CC[C@@H]2[C@H](COc3ccc(NC(=O)Nc4ccccc4OC)cc3C(=O)N2C)O1,-1.1,1.1,-1.4,4.1,-0.6,-0.7,-9.5,-9.1
O=c1[nH]nc(-c2ccccc2)c2ccccc12,3.0,0.0,-23.9,65.9*,-5.7,-3.3,-9.3,4.5
Cc1noc(C)c1NC(=O)Nc1ccc2c(c1)C(=O)N([C@@H](C)CO)C[C@@H](C)[C@@H](CN(C)Cc1ccc(C(=O)O)cc1)OCCCC[C@@H](C)O2,0.0,-1.2,/,12.7,-6.5,/,-6.3,5.6
Nc1nc(SCC(=O)N2CCCc3ccccc32)n(-c2ccccc2)n1,2.0,0.1,-3.4,/,-2.0,1.0,28.3,5.1
CCOC(=O)C1=C(C)NC(C)=C(C(=O)OCC)C1C(=O)OCC(=O)N1CCC(C)CC1,5.0,0.1,-12.8,/,-5.3&-6.5,-0.6,-4.3,8.1&-5.1
COc1ccc(Cl)cc1/C=C(\C#N)C(N)=O,-2.6,0.0,-4.9,/,-1.9,-1.0,-0.2,-7.6
